PLCg1 inh = PLC-gamma1 enzyme inhibitors, primary screen, biochemical, fluorescence, purified enzyme; fluorogenic substrate; inhibition, % at 12.2 µM; 0.84% of 370,000 active; AID 720700, 2013; in the data active = inhibition above about 9.5%
Target sequence (P19174 whole entry, looked up): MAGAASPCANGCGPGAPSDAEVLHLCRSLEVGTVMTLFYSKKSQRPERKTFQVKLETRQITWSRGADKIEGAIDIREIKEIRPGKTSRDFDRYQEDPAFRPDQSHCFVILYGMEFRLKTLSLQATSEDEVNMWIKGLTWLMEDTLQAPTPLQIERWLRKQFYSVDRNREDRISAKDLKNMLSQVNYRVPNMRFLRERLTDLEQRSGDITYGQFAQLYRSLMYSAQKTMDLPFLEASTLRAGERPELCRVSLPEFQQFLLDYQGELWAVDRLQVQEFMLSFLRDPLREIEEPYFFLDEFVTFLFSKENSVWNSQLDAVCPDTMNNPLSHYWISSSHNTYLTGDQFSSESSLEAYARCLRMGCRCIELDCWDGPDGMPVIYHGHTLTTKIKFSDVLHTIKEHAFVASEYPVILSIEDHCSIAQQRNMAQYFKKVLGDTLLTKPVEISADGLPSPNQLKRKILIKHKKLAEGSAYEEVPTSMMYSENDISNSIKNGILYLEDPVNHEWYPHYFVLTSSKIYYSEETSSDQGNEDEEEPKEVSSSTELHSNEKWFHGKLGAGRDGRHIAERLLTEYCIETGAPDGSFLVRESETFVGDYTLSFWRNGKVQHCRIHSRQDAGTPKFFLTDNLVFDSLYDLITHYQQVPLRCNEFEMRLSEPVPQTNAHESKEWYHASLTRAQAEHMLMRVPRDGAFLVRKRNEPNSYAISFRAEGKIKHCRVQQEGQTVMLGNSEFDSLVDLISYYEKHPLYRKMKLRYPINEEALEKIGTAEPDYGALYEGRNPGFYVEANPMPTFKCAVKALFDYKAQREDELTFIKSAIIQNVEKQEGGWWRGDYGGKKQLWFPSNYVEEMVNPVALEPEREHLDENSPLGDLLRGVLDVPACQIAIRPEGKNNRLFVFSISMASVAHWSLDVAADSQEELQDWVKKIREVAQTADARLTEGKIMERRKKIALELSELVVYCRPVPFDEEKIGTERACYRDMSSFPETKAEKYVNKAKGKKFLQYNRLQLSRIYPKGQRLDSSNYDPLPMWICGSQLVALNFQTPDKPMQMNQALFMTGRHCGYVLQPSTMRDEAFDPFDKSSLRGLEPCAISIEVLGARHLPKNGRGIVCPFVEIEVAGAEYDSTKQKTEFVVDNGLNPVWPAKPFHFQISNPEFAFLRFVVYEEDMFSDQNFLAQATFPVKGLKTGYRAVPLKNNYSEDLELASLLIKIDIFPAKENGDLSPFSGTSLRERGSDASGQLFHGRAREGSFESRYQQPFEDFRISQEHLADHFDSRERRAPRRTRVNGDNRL
PLC-beta3 inh = human PLC-beta3 inhibitors, primary screen, biochemical, fluorescence; Purified PLC-beta3, fluorogenic substrate; inhibition, % at 12.2 µM; 0.18% of 370,000 active; AID 720704, 2013; in the data active = inhibition above about 11%;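 also: 0% = median of compound wells on plate and 100% = full blocker control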
ARFGAP1 inhibitor = inhibitors of rat ARFGAP1 GAP activity, primary screen, biochemical, fluorescence polarization, GDP tracer. ADP-ribosylation factor GTPase-activating protein 1 (Rattus norvegicus), Q62848. Arfgap1-stimulated ARF1 GTP hydrolysis, GDP FP detection. inhibition, % at 16.5 µM. 0.26% of 360,000 active. AID 651572, 2012;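 active = inhibition above a per-plate limit, mean inhibition of low control wells plus 3 SD, cut at about 25% in these data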;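 also: 0% = DMSO wells with enzyme and 100% = wells lacking Arfgap1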
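Material: rat Arfgap1 catalytic domain, aa 1-136; also added: human ARF1(Δ1-17)-GTP substrate; compound dosing: one concentration, 16.5 µM, DMSO 1.26%; incubation: GTP hydrolysis reaction 2 h at 25 °C; measured by: Tracer-displacement fluorescence polarization with EDTA stop, 620/688 nm; evaluation: % inhibition from polarization; repeats: one replicate per compound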
KLK7 zymogen act = proKLK7 zymogen activators, primary screen, biochemical, fluorescence intensity | Kallikrein-7 (Homo sapiens), P49862 | purified proKLK7, EDANS-DABCYL substrate fluorescence; 100% is mature enzyme control, 0% vehicle | activation, % at 7 µM | 0.9% of 370,000 active | AID 652039, 2013;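 active = activation above the mean of all tested compounds plus 3 SD, computed per campaign excluding outliers beyond control limits, cut at about 13% in these data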
DDE Tn6 FP inh = inhibitors of Tn6 peptide binding to fibrin DD(E), primary screen, biochemical, fluorescence polarization, human fibrin, Tn6 probe | AID 720509, 2013 | Fibrinogen beta chain (Homo sapiens), P02675 | inhibition, % at 8.3 µM | 0.21% of 370,000 active | Fibrin DD(E) TRITC-Tn6 fluorescence polarization displacement;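 active = inhibition above a per-campaign cutoff: mean of compounds within control limits plus 3 SD, cut at about 15% in these data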;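 also: 0% = median of all compound wells on the plate and 100% = blocking peptide control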
ASAP1 inh = inhibitors of human ASAP1 ArfGAP activity, primary screen, biochemical, fluorescence polarization; 0.19% of 360,000 active; inhibition, % at 16.5 µM; ASAP1-stimulated ARF1 GTP hydrolysis, GDP FP detection; Arf-GAP with SH3 domain, ANK repeat and PH domain-containing protein 1 (Homo sapiens), …; AID 624377, 2012; in the data active = inhibition above about 25%;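 also: 0% = vehicle with enzyme and substrate and 100% = no enzyme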
Tn7 DDE FP = inhibitors of Tn7 peptide binding to fibrin DD(E), primary screen, biochemical, fluorescence polarization, human fibrin, Tn7 probe. Fibrinogen beta chain (Homo sapiens), P02675. FP displacement of FITC-Tn7 peptide from fibrin DD(E); 0% = median of compound wells per plate. inhibition, % at 8.3 µM. 0.13% of 370,000 active. AID 720508, 2013;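 active = inhibition above the mean of compounds falling within the control limits plus 3 SD of them, cut at about 14% in these data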;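 also: 0% = plate median of compound wells and 100% = 10 µM Aha-Tn7 peptide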
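Assay system: Human fibrin DD(E) protein | Medium: Tris buffer with calcium and detergent, pH 7.8 | Reagent: 0.1 µM fluorescent Tn7 | Compound dosing: Single point at 8.3 µM | Times: 10 min preincubation, 3 h with tracer, room temperature | Detection: Fluorescence polarization of the labelled Tn7 tracer | Controls: Aha-Tn7 high control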
sPLA2-III inh = human group III sPLA2 inhibitors, primary screen, biochemical, QFRET, BODIPY PC-A2 liposome substrate; Group 3 secretory phospholipase A2 (Homo sapiens), Q9NZ20; QFRET BODIPY PC-A2 liposome hydrolysis, fluorescence; inhibition, % at 12.2 µM; 0.56% of 370,000 active;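 active = inhibition above mean plus 3 SD of compounds lying within the high and low control bounds, cut at about 19% in these data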;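 also: 0% = median of test compound wells and 100% = no enzyme DMSO wells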
UHRF1 binding = UHRF1 methylated DNA binding inhibitors, primary screen, counter-screen for MBD2 inhibitor project, biochemical, TR-FRET, human UHRF1, single concentration; UHRF1 binding to methylated oligo; 0.75% of 370,000 active; inhibition, % at 4.4 µM; E3 ubiquitin-protein ligase UHRF1 (Homo sapiens), Q96T88; in the data active = inhibition above about 21%;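 also: UHRF1 SRA domain binding a hemimethylated CpG hairpin DNA probe; 0% = median of test compound wells and 100% = reference inhibitor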
NR1D1 modulator = modulators of Rev-erb alpha DNA binding, primary screen, biochemical, FITC-DNA, fluorescence polarization, uHTS | Rev-erbα–FITC-DNA binding, 90 min | activity, % at 10 µM | Nuclear receptor subfamily 1 group D member 1 (Homo sapiens), P20393 | 0.79% of 370,000 active;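 active = activity above about 14%, limit read from the data; passing the limit was not always enough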;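 also: 0% = DMSO wells with 35 nM protein and 100% = DMSO wells with 750 nM protein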
An asterisk follows results filed as active; i = inactive; nt = not tested or not shown. Compounds were not picked by outcome; about 4.5% have a hit in one of these screens.

SMILES	ASAP1 inh	UHRF1 binding	DDE Tn6 FP inh	Tn7 DDE FP	PLCg1 inh	KLK7 zymogen act	sPLA2-III inh	NR1D1 modulator	ARFGAP1 inhibitor	PLC-beta3 inh
CC1C(=O)NN=C1C(=O)N/N=C/c1cccs1 (stereo not given)	9	2	-2	-3	2	-1.2	1	0	-1	3
COc1ccc(N2CCN(C(=O)c3ccc(C)cc3)CC2)c([N+](=O)[O-])c1	-4	1	7	-2	-3	0.0	11	0	5	-2
Cc1ccc(Cl)c(OCCN2CCc3ccccc3C2)c1	6	-1	2	-1	2	0.8	-3	5	-2	-2
O=C(Nc1cccc([N+](=O)[O-])c1)C(=O)N1CCCCC1	0	-1	3	-3	0	0.9	-4	9	3	3
O=C(CCSCCC(=O)NN=Cc1ccc(F)cc1)NN=Cc1ccc(F)cc1	-9	-2	0	-3	0	-0.1	-5	2	-2	1
CCC(=O)c1ccc(OCC(=O)NCC2(N3CCCCC3)CCCCC2)cc1	-4	-4	2	2	1	0.0	5	2	0	3
CC1C(=O)N(Cc2cccc(F)c2)c2ccccc2N1C(=O)c1ccccc1 (stereo not given)	9	0	-2	-1	8	0.6	5	0	2	-2
CCCC/C=C1/[C@H](CC)N(C)C2=N[C@@H](c3ccccc3)CC(=O)N21	nt	2	1	2	1	nt	6	4	nt	3
CN1C(=O)CSc2ccc(NC(=O)N3CCOCC3)cc21	-2	-2	0	0	-2	0.1	1	-1	3	1
CCOc1ccc(OCCOCCNCCOC)cc1	1	-3	5	-8	1	0.5	-2	-5	-1	3
CCOC(=O)c1ccc(NC(=S)N2CCN(CCN=CC3=C(O)CC(C)(C)CC3=O)CC2)cc1	-3	3	-4	-7	2	0.6	6	2	7	-9
CC(C)NC(=O)c1ccc(N2CCOCC2)nc1	-1	-3	-4	-5	2	0.1	2	-7	14	-3
Nc1c(-c2cccs2)cnn1-c1nc(-c2ccc(Cl)cc2Cl)cs1	2	2	-3	0	4	0.9	12	2	-1	-1
CCn1c(SCC(=O)N/N=C/c2ccncc2)nc2ccccc21	2	-3	-9	-9	0	0.8	-6	-3	-1	-6
COc1ccc(C(=O)N=c2nc3ccccn3s2)cc1	14	4	-13	7	1	0.7	14	4	-1	-1
C[C@H](NC(=O)c1ncn2c1C(=O)NC[C@H]2C)c1ccccc1	-4	2	-1	-4	3	0.2	4	2	1	6
CC1CCCCN1CCNC(=O)c1ccc2c(=O)n(CCc3ccccc3)c(=O)[nH]c2c1 (stereo not given)	4	4	-3	1	-230	0.4	-9	-7	-6	-243
COCCNc1nnc(SCC(=O)NC(=O)c2ccccc2)s1	10	1	-2	4	-5	0.2	2	4	1	-3
COc1cccc(CNC(=O)CCC2CCCN(Cc3cc(Cl)ccc3O)C2)c1 (stereo not given)	-6	1	1	3	-3	0.0	-2	4	5	-2
O=C(c1cccnc1NCc1ccccc1)N1CCOCC1	7	-1	6	1	-6	-0.1	4	-4	-6	-5
O=C(O)/C=C/C(=O)Nc1ccc(-n2nccc2C(F)(F)F)cc1	0	-1	11	2	-1	-0.1	7	2	0	-2
CCOc1ccc(Oc2c(Cl)c(Br)nn(Cc3cccc4ccccc34)c2=O)cc1	nt	-1	-9	0	2	0.4	4	2	nt	2
CCC(NC(=O)c1ccccc1NC(=O)c1ccco1)C(=O)NC1CCCCC1 (stereo not given)	-5	-3	-2	-3	-1	0.1	0	-4	7	-1
Cc1cc(C)cc(OCC(=O)OCC(=O)N2CC(=O)Nc3ccccc32)c1	4	-1	8	-10	1	0.2	-3	-1	-1	-3
c1coc(-c2ccnc3ncnn23)c1	7	-7	0	-4	-47	1.0	0	-2	3	-49
O=C(Cc1cccs1)Nc1ccc(F)cc1	-13	0	-6	-10	1	0.1	-4	-2	-1	-4
Cn1c(CC(=O)Nc2ccccc2)n[nH]c1=S	-10	2	4	-1	0	-0.3	2	-5	3	-6
N#Cc1ccc(OCC(=O)Nc2cc(S(=O)(=O)N3CCOCC3)ccc2N2CCOCC2)cc1	-11	1	-4	-6	0	-0.5	-3	3	0	-2
CN(CCOc1ccc(Cl)cc1)CC(=O)Nc1ccc(OC(F)F)cc1	1	0	1	9	0	0.6	-9	5	-3	-8
CC(C)OCC(O)CSc1ccccn1 (stereo not given)	5	-3	5	-1	-2	0.1	-2	6	-16	-1

Some of the entries above, set out differently.
molecule: CCC(NC(=O)c1ccccc1NC(=O)c1ccco1)C(=O)NC1CCCCC1 (stereo not given)
  ASAP1 inh = -5 | UHRF1 binding = -3 | DDE Tn6 FP inh = -2 | Tn7 DDE FP = -3 | PLCg1 inh = -1 | KLK7 zymogen act = 0.1 | sPLA2-III inh = 0 | NR1D1 modulator = -4 | ARFGAP1 inhibitor = 7 | PLC-beta3 inh = -1
molecule: CCOc1ccc(OCCOCCNCCOC)cc1
  ASAP1 inh = 1 | UHRF1 binding = -3 | DDE Tn6 FP inh = 5 | Tn7 DDE FP = -8 | PLCg1 inh = 1 | KLK7 zymogen act = 0.5 | sPLA2-III inh = -2 | NR1D1 modulator = -5 | ARFGAP1 inhibitor = -1 | PLC-beta3 inh = 3

(cont.)
SMILES	ASAP1 inh	UHRF1 binding	DDE Tn6 FP inh	Tn7 DDE FP	PLCg1 inh	KLK7 zymogen act	sPLA2-III inh	NR1D1 modulator	ARFGAP1 inhibitor	PLC-beta3 inh
Cc1cc(NC(=O)c2sccc2C)n(-c2nc3ccccc3[nH]2)n1	0	-4	-4	2	-4	-0.7	-3	-1	-5	-7
CC(C)COc1ccc(/C(=N/O)c2ccccc2)cc1	-1	1	-6	0	-1	0.4	-12	-1	11	0
CC(NC(=O)Cn1nc(C(F)(F)F)c2c1CCC2)c1ccccc1 (stereo not given)	-15	-1	3	-1	-2	0.2	5	-7	18	-1
Cc1ccc2nc(SCC(=O)NCc3cccs3)[nH]c2c1	-41	-1	5	9	-3	0.2	-2	3	7	-6
Cc1ccc(Cc2cnc(NC(=O)/C(C#N)=C/c3ccc(-c4ccc([N+](=O)[O-])cc4)o3)s2)cc1	-3	-1	0	-8	0	-0.4	5	-3	7	-1
CC1(C(=O)NS(=O)(=O)c2ccc(Cl)cc2)CCN1C(=O)C1(c2ccccc2)CCCC1 (stereo not given)	1	-1	-3	2	5	0.3	-1	-6	1	3
COc1ccc(C=CC(O)CCN2CCC3CCC(C3)C2)cc1 (stereo not given)	-3	1	5	2	-2	0.3	-1	-3	7	-4
O=C(COc1cc2oc(=O)cc(-c3ccccc3)c2cc1Cl)NCCN1CCOCC1	-3	0	0	-1	-7	0.4	0	3	11	-8
Cc1ccc(-n2nnc(-c3nccn3C)n2)cc1	2	2	2	-4	-3	0.1	9	-3	-4	-3
CCCCn1c(SCC(=O)/C(C#N)=C(\C)N)nc2ccccc2c1=O	-2	0	-1	6	-2	0.1	-6	-3	11	-1
CCn1c(CNC(=O)c2ccc(Cl)cc2)nnc1SCC(=O)NC1=NCCS1	-6	-1	-3	-2	-1	0.7	0	-2	4	-6
C=CCc1cccc(C=NNC(=O)c2ccco2)c1O	nt	-1	-1	0	-41	-16	-1	-6	nt	-59
Cc1cc(C)c(S(=O)(=O)NC2CC(C)(C)NC(C)(C)C2)cc1Br	-1	0	0	-3	0	-0.1	-1	-2	-2	-1
c1cnc2nc(-c3ccc4c(c3)OCO4)cn2c1	7	-1	-6	-2	-442	8.8	0	-5	15	i
Cc1nc2nc(SCC(=O)Nc3cccc(F)c3)[nH]c2cc1Br	-5	-3	-5	2	2	0.2	-16	44*	-3	-6
Cc1ccc2nc(SCC(=O)Nc3oc(C)c4c(C)n[nH]c(=O)c34)[nH]c2c1	-13	11	-1	1	-7	1.1	11	-4	-1	-13
CCn1nc(C)c(NC(=O)c2cc(Br)ccc2Cl)c1C	-5	8	-2	-3	4	-0.1	5	-3	-3	5
Cc1ccc(S(=O)(=O)N(Cc2cccnc2)Cc2cc3ccccc3[nH]c2=O)cc1	10	3	4	-2	7	-0.2	-3	-1	14	-3
CN1CCN(C(=O)c2cccc(COc3cc(Cl)ccc3Cl)c2)CC1	6	-1	-3	3	3	0.1	-11	1	4	5
COc1cc2c(cc1OC)CC1(CCCCC1)N=C2	-17	-2	1	3	i	165*	5	1	-16	i
COc1cc(/C=C/C(=O)c2ccc3c(c2)OCCO3)cc(Br)c1OCC(=O)N(C)C	-8	-2	0	-8	-34	-0.9	-1	0	6	-55
CC(C)OP(=O)(c1ccc(N(C)C)cc1)C(O)c1ccc(C(C)C)cc1 (stereo not given)	-7	-1	0	2	2	-0.4	3	-2	4	-5

Structures listed so far printed as active in NR1D1 modulator:
structure | ASAP1 inh | DDE Tn6 FP inh | Tn7 DDE FP | PLCg1 inh | KLK7 zymogen act | sPLA2-III inh | NR1D1 modulator | ARFGAP1 inhibitor | PLC-beta3 inh
Cc1nc2nc(SCC(=O)Nc3cccc(F)c3)[nH]c2cc1Br | -5 | -5 | 2 | 2 | 0.2 | -16 | 44* | -3 | -6

Source: PubChem BioAssay
